PglD DTNB – C. jejuni PglD acetyltransferase inhibitors, primary screen, biochemical, DTNB colorimetric, single point; UDP-N-acetylbacillosamine N-acetyltransferase PglD (Campylobacter jejuni); purified PglD enzyme, DTNB colorimetric CoA detection; inhibition, % at 12.5 µM; 360,000 tested, 0.098% active; AID 602405, 2012; in the data active = inhibition above about 16%, passing the limit was not always enough; also: strong numbers were not always called active
esBAF inh – Bmi1 luciferase reporter increase in mESCs, primary screen, esBAF inhibitor project, mouse ES cells, Bmi1 luciferase knock-in, single point | AID 602393, 2012 | 350,000 tested, 2% active | 24 h; 100% = twice the neutral-well signal | reporter increase, % at 12.5 µM; in the data active = activation above about 40%;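 also: 0% = median of the plate's neutral control wells and 100% = double that signal; a rise in the Bmi1 reporter signal indicates esBAF inhibition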
RAD54 inh – inhibitors of human RAD54 branch migration, primary screen, biochemical, fluorescence, single point. inhibition, % at 10.4 µM. AID 602329, 2012. DNA repair and recombination protein RAD54-like (Homo sapiens), Q92698. 360,000 tested, 0.14% active. RAD54 Holliday junction branch migration, FAM/BHQ fluorescence;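 active = mean normalized replicate activity at least 40 and at least half of replicates scoring 40 or more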;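 also: 0% = median of neutral control wells and 100% = median of positive control wells; inhibitors cause a drop in the FAM fluorescence signal; in these data hits start at about 50%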
Target sequence (Q92698 whole entry, looked up): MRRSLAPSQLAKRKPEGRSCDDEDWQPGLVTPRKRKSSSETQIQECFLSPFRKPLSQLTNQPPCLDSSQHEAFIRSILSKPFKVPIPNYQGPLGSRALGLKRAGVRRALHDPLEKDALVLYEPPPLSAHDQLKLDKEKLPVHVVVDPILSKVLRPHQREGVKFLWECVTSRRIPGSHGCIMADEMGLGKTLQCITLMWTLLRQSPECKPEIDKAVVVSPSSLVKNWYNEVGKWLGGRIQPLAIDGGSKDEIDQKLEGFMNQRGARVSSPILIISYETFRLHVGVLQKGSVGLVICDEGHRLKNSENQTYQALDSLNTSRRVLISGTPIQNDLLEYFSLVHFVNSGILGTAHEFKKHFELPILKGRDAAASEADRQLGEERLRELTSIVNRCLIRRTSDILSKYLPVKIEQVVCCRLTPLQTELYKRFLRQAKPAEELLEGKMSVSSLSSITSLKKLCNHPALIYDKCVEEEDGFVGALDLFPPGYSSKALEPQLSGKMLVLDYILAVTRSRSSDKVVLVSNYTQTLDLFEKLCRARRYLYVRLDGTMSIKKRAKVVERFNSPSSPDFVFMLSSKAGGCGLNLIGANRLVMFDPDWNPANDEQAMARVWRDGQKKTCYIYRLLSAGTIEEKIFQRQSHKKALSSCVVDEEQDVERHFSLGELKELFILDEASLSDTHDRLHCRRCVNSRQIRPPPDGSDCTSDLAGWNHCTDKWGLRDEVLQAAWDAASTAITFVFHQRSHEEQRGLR
The depositor's hits bear a star. Only part of the results is shown, so the mix of outcomes need not match the whole.

SMILES	PglD DTNB	esBAF inh	RAD54 inh
O=C(NC1CCCCC1)c1ccccc1NC(=O)C1CC1	-2.1	5.9	-1.4
CN1CCN(S(=O)(=O)c2ccc(NC(=O)c3ccc(F)cc3)cc2)CC1	10.3	-4.8	7.5
Nc1ncnc2nc(SCc3ccccc3)[nH]c12	-1.2	1.0	2.8
Cc1ccc(NC(=O)CC2S/C(=N/c3nccs3)N(C)C2=O)cc1C (centres undefined)	-3.0	-3.3	-1.3
COC(=O)c1cccc(NC(=O)CN2CCN(c3ccc(OC)cc3)CC2)c1	-0.4	1.0	5.5
CCc1ccc(NC(=O)CC2C(=O)Nc3c2c(=O)n(C)c(=O)n3C)cc1 (centres undefined)	10.0	-6.9	2.6
Cn1c(Oc2ccccc2NCc2cc(Br)ccc2O)cc(=O)n(C)c1=O	-1.4	-3.6	-0.9
CCOC(=O)c1[nH]c2ccc(C)cc2c1N=C(C)N(C)C	-1.8	1.8	-4.8
CCCNC(=O)CSc1nc(-c2cccs2)cc(C(F)(F)F)n1	4.1	-9.1	-0.4
O=C(CCN1C(=O)/C(=C/C=C/c2ccccc2)SC1=S)Nc1nccs1	3.9	4.7	5.7
CN(C)c1nc(Oc2ccc(=O)[nH]n2)nc(N2CCCCC2)n1	-1.2	-4.5	-13.7
Cc1ccc(C2SCC(=O)N2Cc2cn3ccsc3n2)o1 (centres undefined)	6.4	-7.6	-11.1
Cc1cccc2nc(CSCc3ccco3)cn12	7.7	18.4	-0.9
O=C(NC1CCCc2ccccc21)c1cncc(Br)c1 (centres undefined)	4.4	-7.5	-7.4
CC(C)n1nnnc1SCC(=O)c1ccc2c(c1)OCCO2	0.9	46.7*	-2.1
COc1ccccc1NC(=O)c1ccc2nc(N3C(=O)CCC3=O)sc2c1	-0.8	18.3	1.1
CC(=O)c1nccs1	-1.3	3.7	-0.1
COc1ccc(-c2cc(CNC(=O)CCl)on2)cc1	3.9	-21.7	9.1
Fc1ccc(C(c2nnnn2C2CCCC2)N2CCN(Cc3ccccc3)CC2)cc1 (centres undefined)	-0.3	-3.3	4.4
O=C1CC(SCCc2nc3ccccc3[nH]2)C(=O)N1c1ccc(Cl)cc1 (centres undefined)	3.5	-3.4	-2.0
Cc1[nH]c2ccccc2c1NC(=O)CN1CCN(c2cccc(C(F)(F)F)c2)CC1	-4.0	-9.0	3.2
CCc1ccccc1NC(=O)CN(C)C(=O)COc1ccc(C)nc1[N+](=O)[O-]	5.2	-3.0	3.3
O=C(NCCN1CCN(c2cccc(Cl)c2)CC1)c1ccc(CSc2nc3ccncc3[nH]2)cc1	1.7	0.9	3.6
CCOC(=O)C1CCCN(C(=O)CC(c2ccccc2)c2ccccc2)C1 (centres undefined)	-1.7	-1.6	-1.7
COc1cc(-c2nc3ccc4ccccc4c3c3c2CCC3)cc(OC)c1OC	-1.8	8.9	-1.4
CCOC(=O)c1sc(NC(=O)CSc2n[nH]c(-c3ccncc3)n2)c(C#N)c1C	0.3	-10.7	-10.2
O=C(O)c1cccn2c(=O)c3ccccc3nc12	-4.0	-7.8	3.4
Cc1cc(C)nc(SC(C)C(=O)N/N=C/c2cccs2)n1 (centres undefined)	-2.3	-2.6	6.2
COCOc1cc(O)c(C(=O)/C=C/c2ccc(OCOC)c(OCOC)c2)c(OCOC)c1	4.0	15.9	-12.1
O=C(NCCOc1nc(N2CCOCC2)nc(N2CCOCC2)n1)Nc1ccccc1	0.4	-1.6	-1.4
Cc1noc(C)c1COC(=O)CCCc1nc2ccccc2s1	-1.3	-4.6	-10.9
COc1ccc2nc(C)cc(C(=O)O)c2c1	-1.6	-9.3	-7.2
CC(C)(C)c1cc(C(F)(F)F)c(C#N)c(=O)[nH]1	-2.9	0.6	-8.5
CCN(CC)S(=O)(=O)c1ccc2[nH]cc(C(=O)NCCN3CCCCC3C)c(=O)c2c1 (centres undefined)	-2.7	-10.1	0.3
CCCCCN1C2=NCCN2c2ccccc21	2.5	-4.7	-5.6
COc1ccc(NC(=O)c2ccc(COc3ccccc3Br)o2)cc1OC	0.6	8.0	9.8
CCn1c(Cc2ccc(OC)cc2)nnc1SCC(=O)Nc1nc2ccccc2s1	2.6	0.7	-10.2
Cc1ccc(S(=O)(=O)Nc2cccc(-c3cn4ccsc4n3)c2)cc1	1.2	5.6	1.0
COc1cccc(-c2nnc(-c3ccc(C(F)(F)F)cc3)o2)c1OC	4.2	53.2*	-6.5
O=C(Nc1nnc(COc2ccc(Cl)cc2)s1)C1CCCO1 (centres undefined)	5.7	-11.1	0.5
c1ccc(OCc2nn3c(C4CCCCC4)nnc3s2)cc1	-3.1	-5.0	3.3
Cc1cccc(C)c1OCC(=O)Nc1nnc(C2CCCO2)s1 (centres undefined)	1.4	-1.4	4.3
N#Cc1c2n(c(=O)[nH]c1=O)CCCCC2	-1.6	-4.7	-19.3
Cc1cccc2sc(N(CCCN(C)C)C(=O)c3cc4ccccc4oc3=O)nc12	-3.5	11.3	6.2
C[C@@H](C(=O)Nc1ccccc1N1CCOCC1)N1C(=O)C2CC=CCC2C1=O (some centres undefined)	-5.7	-4.8	7.2
Cc1ccc(C)c2c(SC(C)C(=O)NCc3ccco3)nc(-c3ccccc3)nc12 (centres undefined)	-8.9	-12.5	11.2
COC(=O)N/N=C\c1cc(Br)ccc1OCc1ccccc1	-4.6	12.6	2.7
COc1ccc(C(=O)N2CCC(N3CCN(c4ccccc4)CC3)CC2)cc1OC	2.2	0.4	1.8
NC(=O)C1(N2CCCCC2)CCN(C2CC(=O)NC2=O)CC1 (centres undefined)	-5.8	1.4	-4.7
O=C(NCc1ccccn1)c1ccc(=O)oc1	1.0	-5.9	-1.8
COC(=O)N(C)c1nc2ccccc2s1	-7.7	27.1	-1.2
COc1cc(-c2nnc(SCc3c(F)cccc3Cl)o2)cc(OC)c1OC	-1.8	9.4	8.2
C=CCNC(=O)c1c(-c2c(F)cccc2Cl)noc1C	8.4	1.4	0.5
COC(=O)c1ccccc1NC(=O)CN1CCN(C(=O)c2ccco2)CC1	-4.4	11.7	-11.3
CCN(CC)S(=O)(=O)c1cccc(C(=O)N[C@H](C(=O)OCC(N)=O)C(C)C)c1	0.2	-0.1	2.0
CN1CCc2c(sc3nc(SCC(N)=O)n(-c4ccccc4)c(=O)c23)C1	5.9	-2.9	15.8
Cn1c(=O)c2cc(NC(=O)NCCc3cccs3)ccc2n1-c1ccc(C(C)(C)C)cc1	6.1	7.3	-5.7
CC1(C(=O)NCc2ccc(F)c(F)c2)Cc2c(-c3ccccc3)ccnc2O1 (centres undefined)	-3.3	-5.8	-10.8
COc1ccccc1OCc1ccc(C(=O)N2CCN3CCCC3C2)cc1 (centres undefined)	5.2	-16.5	2.7
OC(c1ccc(Cl)cc1)c1nnc(-c2ccccc2)o1 (centres undefined)	0.2	33.2	-22.9
Continued.
SMILES	PglD DTNB	esBAF inh	RAD54 inh
Cc1ccc(CC(=O)N2CCN(c3cccc(C(F)(F)F)c3)CC2)cc1	-9.1	-4.4	2.2
Cc1ccc(S(=O)(=O)N(CC(=O)NCc2ccco2)Cc2ccccc2F)cc1	7.0	1.7	-12.4
Cc1cc(C)nc(SCC(=O)Nc2ccccc2[N+](=O)[O-])n1	-3.3	-1.7	-2.1
CN(C)C(CN1C(=O)C2CC=CCC2C1=O)c1cn(C)c2ccccc12 (centres undefined)	0.9	-2.7	-1.8
COCCN1C[C@@H](CO)O[C@@H](n2cnc3c(N4CCN(C)CC4)ncnc32)C1	3.0	1.0	-12.5
Cc1ccc(C)c(CS(=O)(=O)c2cn(CC(=O)N3CCC(C)CC3)c3ccccc23)c1	-2.7	6.0	-2.3
CC(C)CCNC(=O)CCn1c(=S)oc2ccccc21	3.1	-4.6	-5.7
CC(=O)C1=C(O)C(=O)N(Cc2cccnc2)C1c1ccc(Cl)cc1Cl (centres undefined)	14.7	-1.9	-7.1
Cc1cc(C)n(-c2nnc(C)n2/N=C/c2cc(Br)ccc2OCc2ccccc2)n1	2.7	-5.6	-6.8
COc1ccc(C)cc1-n1nnnc1SCC(=O)Nc1cccnc1Cl	2.6	4.6	0.2
NCCCCCc1nnc(SCc2ccc(Cl)cc2Cl)o1	4.2	-15.4	9.3
Cc1ccccc1-n1c(SCC(=O)N2CCCC2)nnc1-c1ccccn1	-2.3	-1.0	-3.8
CCOc1ccc(Cl)cc1-c1cc(C(=O)Nc2cc(OC)ccc2OC)[nH]n1	-1.2	0.3	6.7
CC(=O)c1c(C)[nH]c(C(=O)CSc2nnc(-c3ccco3)n2Cc2ccccc2)c1C	1.3	9.9	1.0
COc1ccc(S(=O)(=O)N2Cc3ccccc3CC2C(=O)Nc2ccc3c(c2)OCO3)cc1 (centres undefined)	-4.7	58.9*	-5.8
CC(C)(C)c1cc(C(=O)NCc2cccnc2)ccn1	-3.0	-2.7	3.2
COc1ccc(OC)c(C2C(C(C)=O)=C(O)C(=O)N2c2ccc(F)cc2)c1 (centres undefined)	-1.6	-2.3	3.9
CCCCSc1nc(O)c(C2OC(=O)c3c2ccc(OC)c3OC)c(=O)n1-c1ccccc1 (centres undefined)	-2.4	1.7	-7.9
CCOC(=O)c1c(C)nc2sc3c(=O)n(-c4ccc(C(C)=O)cc4)cnc3c2c1-c1ccc(OC)cc1	1.0	-1.0	7.4
CC1CCCC(C)N1CC(O)COc1ccc(Cl)cc1 (centres undefined)	5.1	0.3	-40.9
CSc1nc2nc3c(c(=O)n2[nH]1)CCC3	0.1	-11.9	-12.5
N#CCCn1c(SCC(=O)NCCc2ccc(F)cc2)nc2ccccc21	4.1	-3.0	1.4
CC(=O)Nc1ccc(S(=O)(=O)NC(CC(=O)O)c2ccc(OC(C)C)cc2)cc1 (centres undefined)	-5.9	-7.0	2.3
Cn1nc(OCC(N)=O)ccc1=O	-1.5	-6.0	11.4
Cc1ncc(S(=O)(=O)c2ccccc2)c(-c2ccccc2Cl)n1	-4.2	-3.3	-14.9
CCOC(=O)c1cnc2c(OC)cccc2c1N1CCN(c2ccc(OC)cc2)CC1	-1.5	-0.4	-0.6
COC(=O)CCC(=O)c1oc2ccc(OC)cc2c1N	4.8	29.0	1.9
COC(=O)c1cc(=O)nc2sc3ccccc3n12	-3.9	-3.6	-7.1
COCCNC(=O)C1(C)CCCN(Cc2ccc(Cl)c(Cl)c2)C1 (centres undefined)	-5.6	0.5	-3.3
CC(=O)Oc1ccc(C(=O)Nc2ccc3c(c2)C(=O)N(CCC(=O)O)C3=O)cc1	4.5	-5.4	-7.9
O=C(c1ccc(Cl)c(S(=O)(=O)N2CCOCC2)c1)N1CCN(Cc2ccccc2)CC1	4.6	0.0	-2.7
COCCCNCCCOc1ccc(Cl)cc1Br	-9.7	0.4	-1.2
O=C(CCSc1nc(-c2ccco2)cc(C(F)(F)F)n1)Nc1ccc2c(c1)OCO2	3.1	-1.0	8.4
Cc1cc(C)c(C(=O)c2ccccc2C(=O)O)c(C)c1	-2.5	-1.8	8.3
CCOc1ccc(C(=O)NC2CCN(C(=O)N3CCCC3)CC2)cc1	7.3	-2.7	-9.1
CCOC(=O)C1(Cc2ccc(OC)cc2)CCN(C(=O)CN2CCN(CC)CC2)CC1	-3.2	12.6	1.1
C=CCN(CC=C)S(=O)(=O)c1ccc(NC(=O)COc2ccccc2OC)cc1	0.8	-1.7	-9.5

Assay outcomes as filed in PubChem.
